High-throughput results as filed in PubChem.
V1aR counter: agonists of human V1a receptor, primary screen, counter-screen for OXTR agonist project, fluorescence, CHO-V1R cells. Vasopressin V1a receptor (Homo sapiens), P37288. AID 2797, 2010. 320,000 compounds, 0.25% hits. activation, % at 3 µM. Fluo-8 calcium fluorescence, agonist mode; 0% DMSO, 100% 3 nM vasopressin;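 active = activation above the mean activation of all tested compounds plus 3 SD, per screening run, cut at about 20% in these data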;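 note: signal is peak over basal fluorescence ratio across a 100 second FLIPR read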
Target sequence (P37288 whole entry, looked up): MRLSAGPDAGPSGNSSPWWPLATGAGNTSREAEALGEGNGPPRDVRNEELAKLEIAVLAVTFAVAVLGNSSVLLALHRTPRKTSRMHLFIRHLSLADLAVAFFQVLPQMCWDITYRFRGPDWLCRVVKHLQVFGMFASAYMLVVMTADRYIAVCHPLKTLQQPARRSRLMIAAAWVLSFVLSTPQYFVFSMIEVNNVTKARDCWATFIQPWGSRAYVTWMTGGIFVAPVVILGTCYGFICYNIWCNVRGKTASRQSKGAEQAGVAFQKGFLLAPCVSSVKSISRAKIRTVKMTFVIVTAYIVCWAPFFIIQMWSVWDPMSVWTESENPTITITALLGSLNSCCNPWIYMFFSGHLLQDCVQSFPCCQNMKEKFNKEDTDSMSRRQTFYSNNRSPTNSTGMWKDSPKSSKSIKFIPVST
MEKK2 WT-MEK5: modulators of MEK5 binding to wildtype MEKK2, primary screen, biochemical, multiplex bead flow cytometry, Alexa488-MEK5; AID 1531, 2009; Alexa488-MEK5 binding to MEKK2 WT; actives lie on both sides; Mitogen-activated protein kinase kinase kinase 2 (Homo sapiens), Q9Y2U5; binding response (% of control), % at 10 µM; 290,000 compounds, 1.1% hits; in the data active = binding response below about 67% or above about 130%
OXTR agonist: human OXTR agonists, primary screen, fluorescence, CHO-OTR cells, Fluo-8 calcium. Oxytocin receptor (Homo sapiens), P30559. Fluo-8 calcium fluorescence; normalized: DMSO 0%, oxytocin 100%. activation, % at 3 µM. 320,000 compounds, 0.32% hits. AID 2435, 2010;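 active = activation above the mean of all tested compounds plus 3 SD, cutoff set per screening run, cut at about 20% in these data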;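 note: peak over basal fluorescence ratio from a 100 s FLIPR kinetic read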
GalR3 antag: GalR3 antagonists in HEK293 cells, primary screen, cell-based, fluorescence readout. inhibition, % at 3 µM. 360,000 compounds, 0.44% hits. HEK293 GalR3-CNG cAMP membrane potential fluorescence; galR3 body fused to GalR1 C-terminus;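 active = inhibition above the screen-wide average plus 3 SD, cut at about 13% in these data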;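 note: forskolin and galanin both at EC90 stimulate the cells; cAMP rise reported by CNG channel membrane potential dye signal; 0% = forskolin plus galanin with DMSO and 100% = forskolin alone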
PHOSPHO1 inh: PubChem AID 1565 | inhibition, % at 13.3 µM | 290,000 compounds, 1.1% hits | Phosphoethanolamine/phosphocholine phosphatase (Homo sapiens), Q8TCT1 | recombinant PHOSPHO1, absorbance phosphatase assay; in the data active = inhibition above about 60%
Target sequence (Q8TCT1 whole entry, looked up): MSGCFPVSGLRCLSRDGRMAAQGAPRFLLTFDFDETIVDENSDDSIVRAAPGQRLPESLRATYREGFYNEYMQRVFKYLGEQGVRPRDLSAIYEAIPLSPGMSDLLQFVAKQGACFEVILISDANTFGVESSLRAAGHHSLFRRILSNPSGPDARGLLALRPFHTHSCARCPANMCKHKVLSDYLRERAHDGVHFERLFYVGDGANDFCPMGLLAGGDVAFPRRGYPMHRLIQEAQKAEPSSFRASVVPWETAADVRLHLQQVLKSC
MEKK3 PB1 HTS: modulators of MEKK3-MEK5 PB1 binding, primary screen, biochemical, wildtype MEKK3, multiplex bead flow cytometry, Alexa488-MEK5 | Mitogen-activated protein kinase kinase kinase 3 (Homo sapiens), Q99759 | binding response (% of control), % at 10 µM | 290,000 compounds, 1.4% hits | bead-based flow cytometry, Alexa488-MEK5 binding to MEKK3; actives lie on both sides; 0 = blocked by unlabeled MEK5, 100 = vehicle;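 active = binding response more than 3 SD above or below the average of its plate-row segment, actives on both sides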;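 note: Alexa488 bead fluorescence after subtracting the streptavidin-only scavenger bead signal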
MEKK2 mut-MEK5: MEK5 binding signal on mutant MEKK2 PB1, primary screen, biochemical, multiplex bead flow cytometry, Alexa488-MEK5 | Alexa488-MEK5 binding to MEKK2 mutant | percent response, % at 10 µM | 290,000 compounds, 0.35% hits; in the data active = percent response above about 24%, passing the limit was not always enough; note: inactives centre near 1; some results filed as inactive read as strong as hits; reference of the scale not given here
NALP1 inh: NALP1 inflammasome inhibitors in reconstituted yeast, colorimetric, S. cerevisiae, triplicate retest. S. cerevisiae NALP1/ASC/caspase-1 growth, X-gal OD620, 72 h. inhibition, % at 10 µM. 280,000 compounds, 0.61% hits; in the data active = inhibition mostly above about 24%, no sharp cut-off; inactive = mostly below about 32%; note: some compounds called inactive have numbers as strong as hits
GPR7 antag: GPR7 receptor antagonists, primary screen, cell-based, fluorescence, single concentration. inhibition, % at 4.4 µM. AID 1861, 2009. GPR7-expressing cells, fluorescence antagonist assay. 290,000 compounds, 1.1% hits; in the data active = inhibition above about 16%, passing the limit was not always enough;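 note: cells stimulated with the agonist NPW; 0% = agonist with vehicle and 100% = vehicle without agonist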
Target sequence (P48145 whole entry, looked up): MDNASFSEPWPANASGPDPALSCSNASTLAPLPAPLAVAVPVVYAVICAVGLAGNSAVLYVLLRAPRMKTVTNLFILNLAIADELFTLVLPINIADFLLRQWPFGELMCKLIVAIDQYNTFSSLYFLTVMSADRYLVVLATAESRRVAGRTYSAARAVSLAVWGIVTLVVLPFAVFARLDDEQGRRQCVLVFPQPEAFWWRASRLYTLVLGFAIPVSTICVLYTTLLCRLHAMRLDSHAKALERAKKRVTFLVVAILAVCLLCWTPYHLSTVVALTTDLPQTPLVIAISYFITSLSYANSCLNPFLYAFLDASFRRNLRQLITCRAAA
Starred values were filed as active, the others as inactive; nt = no result given.

SMILES	V1aR counter	MEKK2 WT-MEK5	OXTR agonist	GalR3 antag	PHOSPHO1 inh	MEKK3 PB1 HTS	MEKK2 mut-MEK5	NALP1 inh	GPR7 antag
O=C(CCn1c(=O)oc2ccc(Cl)cc21)NCCCN1CCOCC1	1.0	108	0.9	-7	46	100	8	10	-10
COc1ccc(Cl)cc1NC(=O)Nc1cnccn1	0.3	106	0.0	0	31	101	7	10	-6
Cc1ccc(NC(=S)N(CCCN2CCCC2)Cc2cccn2Cc2ccc(Cl)cc2)cc1C	0.6	228*	-0.2	-3	-15	108	74*	5	-4
O=C(NCc1cccc(C(F)(F)F)c1)c1ccc[nH]1	1.1	105	0.3	-7	-29	106	10	5	-11
Cc1cc(CN(C)C(=O)CC2C(=O)NCCN2CC(c2ccccc2)c2ccccc2)on1 (configuration not stated)	0.2	96	0.2	-3	19	103	-10	7	4
COc1ccc2oc(=O)c(C(=O)N3CCN(C(=O)c4ccco4)CC3)cc2c1	0.0	102	-0.7	-8	11	102	-1	25	-7
S=c1[nH]nc(C2CCCCC2)n1/N=C/c1ccccc1Br	0.2	106	-2.2	-12	-30	101	6	-6	-2
COc1ccc(OC)c(NC(=O)Nc2cccnc2)c1	nt	100	nt	-1	56	99	0	-5	-5
CC(=O)OCC(=O)[C@@]1(O)CCC2C3CCC4=CC(=O)CCC4(C)C3C(=O)CC21C (some centres not stated)	nt	104	nt	-7	-12	98	-4	9	-9
Cc1cc(Cl)c2oc(C(=O)N3CCN(C4CCS(=O)(=O)C4)CC3)c(C)c2c1 (configuration not stated)	1.1	102	-0.3	-4	30	96	1	5	-12
CCCCn1nnnc1NCc1cccc(OC)c1OC	-0.5	104	-0.1	-4	-6	102	8	-1	-11
Cc1ccccc1Nc1c(F)c(F)c(F)c(F)c1C(=O)O	0.8	96	0.4	-1	-5	98	-4	-5	-5
CC1Cc2ccccc2N1Cc1cc(=O)n2ccsc2n1 (configuration not stated)	-0.9	96	-1.1	0	-17	95	0	-71	3
CCOC(=O)c1ccc2c(c1)[n+](CC)c(C)n2-c1ccccc1	-0.2	97	0.1	-7	-1	88	-2	-7	0
S=c1[nH]nc(CCc2ccc(Cl)cc2)o1	1.1	92	0.6	-7	21	94	-1	-6	2
COc1ccc(-n2nc([N+](=O)[O-])c(=NCCc3ccc(OC)c(OC)c3)n2O)cc1	4.8	98	16	-10	-4	99	-2	-41	-2
O=C(CN(Cc1ccco1)C(=O)CNS(=O)(=O)c1ccccc1)NC1CCCCC1	nt	97	nt	1	11	99	1	4	-9
COc1ccc(-c2c3c(=O)n(C)c(=O)n(C)c3cn2NC(C)=O)cc1	0.7	102	1.0	0	-38	98	-1	10	-4
COc1ccc(N2CCN(c3ncnc4nc[nH]c34)CC2)cc1	4.3	106	-0.8	3	-3	109	14	24	-15
OCCN1CCN(C(=S)Nc2ccccc2)CC1	0.6	95	0.1	-3	-15	81	-2	-1	-3
COc1ccc(CNC(=O)[C@H](C)NC(=O)[C@@H]2Cc3ccccc3CN2)cc1	0.2	101	-1.1	-5	43	101	6	6	-9
CC1CCCN(CCCN2C(=O)C3C(C(=O)Nc4cccc(Cl)c4)C4C=CC3(O4)C2C(=O)NC2CCCCC2)C1 (configuration not stated)	-0.4	117	-0.3	-5	31	103	11	8	-1
COc1ccc(C(=O)NC(CC(=O)O)c2cc([N+](=O)[O-])ccc2Cl)c(SC)c1 (configuration not stated)	1.6	83	1.9	-2	25	103	7	9	-12
Cn1c(SCC(=O)NCc2ccc3c(c2)OCO3)nnc1C1COc2ccccc2O1 (configuration not stated)	0.6	106	-0.2	-1	6	103	3	19	-3
CN(C)c1c(N)[nH]c2c(c1=O)c(=O)n(C)c(=O)n2C	0.5	103	-1.6	-1	0	100	2	12	-4
O=C1C=CN(C(=O)Oc2ccccc2)CC1	0.9	111	0.5	-3	-57	97	8	17	-7
O=C(O)Cn1c(SC2CCCCC2)nc2ccccc21	-0.1	102	0.4	-4	10	102	1	-14	-12
O=C(Cn1cc2c(n1)CCCCC2)NC1CCCCCC1	-0.5	98	-0.8	2	2	97	1	29	-10
CN(C(=O)COC(=O)c1ccccc1SCC(=O)NC1CCCCCCC1)C1CCS(=O)(=O)C1 (configuration not stated)	0.0	96	-2.4	-3	-2	97	-2	20	2
CCOc1cc(C)c(C(C)C)cc1S(=O)(=O)N1CCN(C)CC1	0.5	109	-1.1	1	-6	108	6	22	-8
CC1(C)Cc2ccccc2-c2nnc(SCC(=O)N3CCN(c4ccccc4)CC3)n21	1.9	102	2.0	-8	-94	96	2	5	-8
CC(C)(C)NC(=O)CSc1nc2ccc(NC(=O)CSc3nnnn3Cc3ccccc3)cc2s1	7.6	102	3.0	-4	25	102	0	0	-2
CC(=O)c1c(NC(=O)C(C)C)nc(C)nc1-c1ccccc1	0.5	96	-0.2	-1	-4	98	3	15	-6
O=C1CC(N2CCN(Cc3ccccc3)CC2)C(=O)N1c1ccc2c(c1)OCCO2 (configuration not stated)	2.2	103	-0.3	1	-36	107	5	8	-12
CCN1CCN(c2nc3c(C)cccn3c(=O)c2/C=C(\C#N)S(=O)(=O)c2ccccc2)CC1	1.0	104	0.8	-3	13	106	11	2	-5
CC(=O)N1CCCc2cc(S(=O)(=O)N3CCCC(C(=O)NCc4ccc(Cl)cc4)C3)ccc21 (configuration not stated)	5.4	101	6.3	-5	20	102	-2	9	0
C=CCn1c(N)c(C(=O)NCC2CCCO2)sc1=S (configuration not stated)	0.2	103	1.1	-3	25	102	1	21	-13
COC(=O)CNC(=S)NC(=O)c1ccc(C(C)(C)C)cc1	-1.7	97	-2.0	-9	39	100	-2	13	-2
O=C(CSc1nc2ccccc2c(=O)[nH]1)Nc1ccc(Br)cc1	0.7	95	0.1	-2	20	100	-1	7	-23
N#Cc1ccc(-c2cn(-c3ccccc3)c3[n+]2CCCS3)cc1	1.2	93	1.0	-4	-2	98	-2	3	-13
CC(=O)c1sc(Nc2nc3ccc(F)cc3s2)nc1C	3.7	103	1.5	-2	16	104	-1	-12	8
Cc1cc(C)c(O)c(N)c1	nt	99	nt	nt	20	103	-7	-3	-1
N#Cc1ccc(OCc2nnc(SCC(=O)N3CCCc4ccccc43)n2-c2ccccc2)cc1	3.2	99	0.2	-5	4	101	3	-1	18
CS(=O)(=O)N(CC(=O)NC1CC2CCC1C2)c1cccc(C(F)(F)F)c1 (configuration not stated)	-0.1	104	-0.9	3	6	100	9	27	6
O=C(Nc1cccc(S(=O)(=O)N2CCOCC2)c1)c1cnn2c(C(F)F)cc(-c3ccccc3)nc12	0.2	100	0.2	5	40	100	-2	-5	-11
Cc1nc2ccc(S(=O)(=O)Nc3cccc(-c4nc5cccnc5s4)c3C)cc2s1	9.5	74	6.7	nt	-1	66	4	29	-2
COc1ccc(CC(=O)NNc2ncnc3c2cnn3-c2ccc(C)cc2)cc1OC	0.9	101	-1.4	2	-6	97	0	15	-2
COC(=O)c1ccc(CSCc2ccc(C(=O)OC)o2)o1	0.0	115	1.2	-8	39	108	3	23	5
COc1c(C)cc(C(=O)C2CCCN(C(=O)c3snnc3C)C2)cc1C (configuration not stated)	-0.5	104	-1.4	-3	5	103	8	-8	-11
CCOC1=C/C(=C/c2c(N)n3nc(CC(=O)N4CCCC4)sc3nc2=O)C=CC1=O	2.2	99	2.2	-8	12	96	0	-19	-9
O=C(C1CCC(Cn2c(=S)[nH]c3ccccc3c2=O)CC1)N1CCN(c2ccccc2)CC1 (configuration not stated)	0.3	91	-0.2	-5	nt	97	-8	nt	-2
CCOC(=O)c1c(NC(=O)CN2CCN(c3ccc(Cl)cc3)CC2)sc(C)c1C	0.8	112	0.3	-12	25	109	4	15	10
COc1ccc(S(=O)(=O)N2c3ccccc3OCC2C)cc1 (configuration not stated)	-1.0	100	-1.9	-8	-5	101	-2	-3	4
CCn1c(COc2cccc3cccnc23)nnc1SC(F)F	1.5	105	-0.2	5	51	100	5	-13	-11
COc1ccc(CNC(=O)c2ccc(CNc3c(NC4CCCCC4)c(=O)c3=O)cc2)cc1	2.0	92	0.3	4	-1	95	-5	27	2
Cc1csc(SCCn2c(N3CCN(c4ccccc4)CC3)nc3c2c(=O)[nH]c(=O)n3C)n1	1.6	97	-0.8	-2	17	96	0	-6	-16
CCOC(=O)C1(C)NC(c2ccc(N(C)C)cc2)C2C(=O)N(CC)C(=O)C21 (configuration not stated)	-0.3	97	-1.2	-3	17	100	0	6	0
Cc1ccc(NC(=O)C(c2ccc(Cl)cc2)N2CCCCC2)cc1 (configuration not stated)	nt	113	nt	0	39	105	5	-29	3
CC(OC(=O)C1=COCCO1)C(=O)Nc1cc(S(=O)(=O)N2CCCCC2)ccc1Cl (configuration not stated)	-0.9	73	-1.0	3	32	75	-12	-6	-8
CS(=O)c1ccc(-n2c(=O)n(Cc3ccccc3)c(=O)c3[nH]cnc32)cc1 (configuration not stated)	0.4	107	-0.3	-5	nt	108	6	-23	-10

Further structures follow.
SMILES	V1aR counter	MEKK2 WT-MEK5	OXTR agonist	GalR3 antag	PHOSPHO1 inh	MEKK3 PB1 HTS	MEKK2 mut-MEK5	NALP1 inh	GPR7 antag
CCOC(=O)c1nnc(-c2ccccc2)nc1NCc1ccc(Cl)cc1	-0.1	98	0.2	-1	24	101	0	-17	-21
COC(=O)C(CCSC)NC(=O)c1cc2c(n(-c3ccc(C)cc3)c1=O)CCCC2=O (configuration not stated)	0.9	83	1.1	-3	45	103	-14	23	5
CCC1CCCCN1c1ccc([N+](=O)[O-])cc1/C=N/NC(=O)Cn1c2ccccc2c(=O)c2ccccc21 (configuration not stated)	0.2	95	-0.6	1	14	100	0	43	-3
COc1ccc(C(=O)NCC(=O)NCc2cc(=O)n(C)c(=O)n2C)cc1	0.8	98	0.0	5	45	101	1	12	4
Cc1cc(C(=O)COC(=O)Cc2n[nH]c(=O)c3ccccc23)c(C)n1-c1ccc2c(c1)OCO2	5.6	105	2.9	-7	-2	139*	2	30	-6
CCOc1ccccc1CN1CCN(Cc2ccc3cccc(OC)c3n2)CC1CCO (configuration not stated)	nt	105	nt	-5	39	100	10	1	-18
O=C(CCCn1c(=O)[nH]c2ccsc2c1=O)N1CCCCC1	0.1	110	-0.2	-4	51	107	1	16	-3

For convenience, 2 of the compounds above:
SMILES	V1aR counter	MEKK2 WT-MEK5	OXTR agonist	GalR3 antag	PHOSPHO1 inh	MEKK3 PB1 HTS	MEKK2 mut-MEK5	NALP1 inh	GPR7 antag
CCOC(=O)c1nnc(-c2ccccc2)nc1NCc1ccc(Cl)cc1	-0.1	98	0.2	-1	24	101	0	-17	-21
COC(=O)C(CCSC)NC(=O)c1cc2c(n(-c3ccc(C)cc3)c1=O)CCCC2=O (configuration not stated)	0.9	83	1.1	-3	45	103	-14	23	5

Some values from the entries so far.
Entry of COc1ccc(CNC(=O)[C@H](C)NC(=O)[C@@H]2Cc3ccccc3CN2)cc1 under NALP1 inh: 6
Entry of COc1ccc(-c2c3c(=O)n(C)c(=O)n(C)c3cn2NC(C)=O)cc1 under MEKK2 WT-MEK5: 102
Entry of CCOC(=O)c1c(NC(=O)CN2CCN(c3ccc(Cl)cc3)CC2)sc(C)c1C under V1aR counter: 0.8
Entry of COc1ccc(OC)c(NC(=O)Nc2cccnc2)c1 under PHOSPHO1 inh: 56
Entry of S=c1[nH]nc(C2CCCCC2)n1/N=C/c1ccccc1Br under OXTR agonist: -2.2
